# Screening results (PubChem)
# TCR-CD3 inh: human TCR-CD3 binding inhibition | hit rate 0.37% among 360,000 | AID 651800 | TAMRA-labeled TCR probe fluorescence, biochemical | inhibition, % at 9.4 µM; in the data active = inhibition above about 19%;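 note: recombinant mutant TCR 2C K166C tagged with TAMRA read by polarization; 0% = receptor in buffer alone and 100% = receptor with positive control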
# MBD2 inh: blocks human MBD2 binding to methylated DNA; Q9UBB5; TR-FRET, MBD2 binding to methylated oligonucleotide; inhibition, % at 4.4 µM; hit rate 0.31% among 370,000; AID 686964; in the data active = inhibition above about 13%
# Target sequence (Q9UBB5 whole entry, looked up): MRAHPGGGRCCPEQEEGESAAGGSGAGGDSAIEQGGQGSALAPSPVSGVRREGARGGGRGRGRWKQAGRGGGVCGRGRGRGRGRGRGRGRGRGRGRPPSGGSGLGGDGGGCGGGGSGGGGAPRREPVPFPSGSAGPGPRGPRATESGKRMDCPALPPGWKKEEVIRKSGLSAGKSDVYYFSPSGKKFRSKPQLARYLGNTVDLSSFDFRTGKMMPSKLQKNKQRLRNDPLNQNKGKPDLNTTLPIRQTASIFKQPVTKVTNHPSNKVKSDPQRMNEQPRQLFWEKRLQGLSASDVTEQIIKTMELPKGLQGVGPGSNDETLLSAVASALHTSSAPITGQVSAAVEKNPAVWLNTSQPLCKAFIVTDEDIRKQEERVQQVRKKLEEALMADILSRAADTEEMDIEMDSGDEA
# SIAE inh: inhibitors of human sialic acid acetylesterase SIAE | AID 1053197 | hit rate 0.69% among 370,000 | SIAE FP-Rh probe binding, fluorescence polarization | inhibition, % at 9.66 µM | Q9HAT2;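 active = inhibition above a cutoff: mean of compounds within the control limits plus 3 SD of those, cut at about 17% in these data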;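 note: 0% = plate median of compound wells and 100% = probe without SIAE protein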
# Target sequence (Q9HAT2 whole entry, looked up): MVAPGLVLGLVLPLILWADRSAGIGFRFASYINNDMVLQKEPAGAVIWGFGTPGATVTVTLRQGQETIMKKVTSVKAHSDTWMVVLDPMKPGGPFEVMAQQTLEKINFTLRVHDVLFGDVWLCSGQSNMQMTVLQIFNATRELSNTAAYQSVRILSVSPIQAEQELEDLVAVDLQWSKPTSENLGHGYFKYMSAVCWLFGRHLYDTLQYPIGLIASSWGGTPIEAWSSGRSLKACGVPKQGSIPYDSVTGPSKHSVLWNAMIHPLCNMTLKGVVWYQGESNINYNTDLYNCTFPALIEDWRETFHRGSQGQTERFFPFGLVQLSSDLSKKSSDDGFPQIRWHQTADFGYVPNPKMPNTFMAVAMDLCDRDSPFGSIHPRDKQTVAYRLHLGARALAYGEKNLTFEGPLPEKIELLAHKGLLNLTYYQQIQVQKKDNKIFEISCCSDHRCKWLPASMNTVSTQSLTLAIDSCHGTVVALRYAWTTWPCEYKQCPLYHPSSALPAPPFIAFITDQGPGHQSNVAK
# HTRA1 inhibitor: blocks human HTRA1 serine peptidase | hit rate 0.5% among 340,000 | Q92743 | inhibition, % at 5.96 µM | recombinant HTRA1, FP-rhodamine activity-based probe, fluorescence polarization; in the data active = inhibition above about 36%;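 note: 0% = enzyme with DMSO and 100% = wells lacking enzyme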
# TDP2 absorb: TDP2 (human) inhibition, absorbance primary screen. O95551. recombinant TDP2, T5PNP hydrolysis, p-nitrophenol absorbance 415 nm. inhibition, % at 12.8 µM. hit rate 0.34% among 370,000. AID 720702;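 active = inhibition above the mean of all tested compounds plus 3 SD, set per campaign, cut at about 25% in these data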;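 note: 0% = DMSO with enzyme and 100% = buffer with substrate but no TDP2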
#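 System: recombinant human TDP2 / Amount: 120 nM TDP2 per well / Also added: 5 mM T5PNP chromogenic substrate / Doses: 12.8 µM single point, 1% DMSO / Incubation: 2 h at 37 °C / Detection: p-Nitrophenol epi absorbance / Evaluation: % inhibition relative to enzyme-containing and enzyme-free wells / Repeats: singlicate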
# LEDGF integ inh: blocks HIV-1 LEDGF/p75-dependent DNA integration; TR-FRET IN-LEDGF/p75 DNA integration, Eu/Cy5; inhibition, % at 3.7 µM; hit rate 0.64% among 370,000; AID 743269;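 active = inhibition above the screen-wide mean plus 3 SD, cut at about 13% in these data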;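 note: signal is the Cy5 over europium emission ratio at 671 and 618 nm; 0% = plate median of compound wells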
# rCAG binder: molecules binding r(CAG) RNA repeats. r(CAG) RNA repeat, TO-PRO-1 dye displacement fluorescence. inhibition, % at 3 µM. hit rate 1.3% among 370,000;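 active = inhibition above the plate cutoff, the mean of all test compounds on that plate plus 3 SD, cut at about 35% in these data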;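 note: 0% = DMSO alone and 100% = 100 µM mitoxantrone as full dye displacement; higher means more dye released from RNA so lower well fluorescence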
# ABHD4 inh: inhibitors of mouse ABHD4 | hit rate 0.54% among 370,000 | purified mABHD4, FP-Rh probe fluorescence polarization | Q8VD66 | inhibition, % at 8.92 µM;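 active = inhibition exceeding the mean over every tested compound plus 3 SD, cut at about 30% in these data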;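 note: 0% = plate median of compound wells and 100% = S159A mutant with DMSO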
#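 Assay system: wild-type mouse ABHD4 protein; compound: single nominal dose of 8.92 µM, 0.89% DMSO final; schedule: 45 min + 60 min at 25 °C; measured by: FP readout, ex 525 nm / em 598 nm; evaluation: % inhibition of FP-Rh probe binding versus controls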
# GC-B act: GC-B (human) receptor activation; P20594; HEK293-GC-B cells, CNP EC30, cGMP TR-FRET; 0% at EC30 CNP, 100% saturating CNP; activation, % at 10 µM; hit rate 0.11% among 370,000;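 active = activation at 10 µM reaching about 35% in either raw or pattern-adjusted values, limit read from the data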
# PRMT1 inh: PRMT1 (human) inhibition, primary screen | hit rate 1.3% among 370,000 | recombinant PRMT1, activity-based probe fluorescence polarization | inhibition, % at 2.79 µM;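 active = inhibition above about 21% made by adding two undisclosed values, limit read from the data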
# Active calls of the source: *; / = no result given.
SMILES,TCR-CD3 inh,MBD2 inh,SIAE inh,HTRA1 inhibitor,TDP2 absorb,LEDGF integ inh,rCAG binder,ABHD4 inh,GC-B act,PRMT1 inh
Cc1cc(C)cc(OCC(=O)OCC(=O)NCCC2=CCCCC2)c1,2,0,-5,-5,-7,1,-8,4,-3,0
COc1ccc(C(=O)Nc2cccc(S(C)(=O)=O)c2)cc1,0,-4,1,5,14,-1,-2,2,-6,0
Cc1ccc(NC(=O)c2cc(=O)c3ccccc3o2)c(C)c1,10,-4,0,-6,6,0,1,6,-13,-1
CCCOc1ccc(Cn2c(=O)oc3ccc(C)cc32)cc1OC,4,-8,-9,-16,-16,2,1,-19,2,-2
Cc1ncc([N+](=O)[O-])n1S(=O)(=O)c1cc(Br)ccc1Br,-5,6,7,2,-6,6,-1,-6,2,4
CN(C)c1ccnc(Oc2ccc(C(C)(C)C)cc2)c1C#N,1,1,10,-15,-5,-2,-3,4,-2,0
COc1cccc(/C=N/NC(=O)c2c(-c3ccccc3)noc2C)c1OC,-7,5,-5,0,-11,-8,-6,-13,3,7
CCOC(=O)c1[nH]c(C)c(/C=N/O)c1C,-2,0,13,6,-3,2,2,-12,2,2
CCN(C[C@H]1N[C@@](CC)(C(=O)OC)[C@H]2C(=O)N(C)C(=O)[C@@H]12)C(=O)Nc1ccccc1,3,-1,3,2,-5,-1,2,4,0,1
COc1ccc(S(=O)(=O)N(C)CC(=O)Nc2ccc(C)cc2)cc1OC,-5,6,-3,-5,1,1,-1,-5,-4,3
CCOC(=O)N1C2CCC(C2)N1C(=O)OCC,2,0,-9,6,8,4,2,1,0,0
O=[N+]([O-])c1ccc(C(S(=O)(=O)Cc2ccccc2)S(=O)(=O)Cc2ccccc2)cc1,-6,2,-1,-1,-7,1,2,-5,5,-4
O=C(CN1C(=O)CSc2ccc(C(F)(F)F)cc21)Nc1ccccc1,5,3,-10,-14,-27,5,2,-8,-7,0
CCCCNC(=O)C1(C)CCN1C(=O)c1ccc2c(c1)CCO2 (centres undefined),-5,-5,16,/,-5,1,-1,-3,-5,1
Cc1ccc(Cl)cc1NS(=O)(=O)c1ccc(-n2cccn2)cc1,-4,5,-3,-8,-17,-4,10,-9,3,2
CCOC(=O)CSc1nnc(-c2ccc3ncccc3c2)n1C,9,-7,5,6,-8,-6,-2,-4,-1,-1
COc1ccc(CCCc2nnc(SCC(=O)Nc3ncc(C)s3)o2)cc1,1,10,2,-3,9,2,-1,4,3,2
COc1cc2cc(C(c3nnnn3C(C)(C)C)N3CCc4ccccc4C3)c(=O)[nH]c2cc1OC (centres undefined),1,-18,9,3,-5,2,-6,3,4,14
CCCc1nc(NCC2CCCO2)c2nnn(Cc3ccccc3)c2n1 (centres undefined),7,-2,2,0,0,-2,-6,4,-3,-5
COCCNC(=O)c1ccccc1NC(=O)c1cc(OC)cc(OC)c1,-12,0,-4,-1,-7,3,2,-10,0,-1
CCCn1c(=N)n(CC(=O)OCC)c2ccccc21,-6,2,8,1,9,0,-1,-1,-4,5
COc1cccc(NC(=O)CSc2nnc(Cn3nnc4ccccc43)n2C)c1,-2,4,5,3,-4,-4,-1,-2,-6,1
CC1=CC(C)(C)Nc2ccc(OC(=O)CN3C(=O)c4cccc5cccc(c45)C3=O)cc21,2,-5,19*,24,-2,8,19,13,2,11
CCCCn1c(N)c(N(CC(C)C)C(=O)c2oc3ccc(Br)cc3c2C)c(=O)[nH]c1=O,5,-5,-9,-27,4,2,12,-5,-4,-1
COc1cc(/C=N/NC2=NS(=O)(=O)c3ccccc32)ccc1OC(C)=O,1,-4,10,6,0,9,2,-2,4,-3
CCC(CC)NC(=O)CCc1nc2ccccc2c(=O)[nH]1,3,2,-8,1,2,1,-2,0,7,-4
O=C(NNc1ccccn1)c1ccc(Cl)nc1,-5,0,2,2,-8,4,4,4,1,-1
O=C(CNC(=O)C1COc2ccccc2O1)N/N=C\c1ccccc1Cl (centres undefined),2,1,-2,-7,-4,-1,-2,6,-1,-2
Cc1ccc2[nH]cc(CCNC(=O)c3ccc([N+](=O)[O-])cc3)c2c1,3,-4,11,-4,0,-5,2,0,4,-2
CCS(=O)(=O)N1N=C(c2ccccc2)CC1c1ccc2nccnc2c1 (centres undefined),9,-2,-3,2,-1,0,-4,0,2,0
CCN(CC)CCCn1c(=S)[nH]c2ccccc2c1=O,-3,2,10,0,-2,1,-3,-2,5,-2
O=C(c1ccc(Cl)cc1)N1CCN(c2cccc3[nH]ccc23)CC1,18,3,4,0,15,-1,0,7,5,-2
Cc1ccc(NC2CCCN(C(=O)c3cn(C)c4ccccc34)C2)cc1C (centres undefined),-6,1,14,0,11,1,-3,1,-3,3
Cc1ccc(S(=O)(=O)N2CCOCC2)cc1NC(=O)COC(=O)c1ccc(Cl)s1,0,0,-3,-13,-2,2,3,0,-3,0
CN1C(=O)c2cc(NS(=O)(=O)c3ccc(F)cc3)ccc2OC[C@H]2O[C@@H](CC(=O)NCC(F)(F)F)CC[C@@H]21,/,9,-3,/,5,4,1,12,-4,-3
COc1ccc2cc(C(C)=O)c(=O)oc2c1,-2,-2,6,4,3,1,1,3,3,0
CNC[C@@H]1Oc2ccc(NC(=O)Nc3ccccc3)cc2C(=O)N([C@@H](C)CO)C[C@H]1C,8,-1,1,2,2,0,1,5,-1,0
COC(=O)CCC(=O)NC(=S)Nc1ccc(S(=O)(=O)N2CCCC2)cc1,-1,-1,3,6,-10,-4,0,-2,0,-3
CC(=O)Nc1ccc(NS(=O)(=O)c2cccc3nonc23)cc1,6,1,7,6,-7,2,2,2,3,-3
CC(=O)N(c1c(C)n(C)n(-c2ccccc2)c1=O)C1(C(=O)NC2CCCC2)CCCCC1,5,-3,0,2,2,1,-5,2,6,1
CC1(C(=O)NS(=O)(=O)c2ccc(C#N)cc2)CCN1C(=O)Cc1ccc(-c2ccccc2)cc1 (centres undefined),8,-2,-4,/,6,2,42*,0,0,3
CS(=O)(=O)N(CC(=O)N1CCCC1)Cc1ccc(F)cc1,6,-4,-2,11,-2,0,-3,-1,5,-1
CN1C(=O)C(=O)N(CC(=O)N2CCc3ccccc32)C1=O,-6,2,-2,1,5,-3,0,9,-1,2
C#CCC1c2ccccc2CCN1CC=C (centres undefined),9,1,7,/,2,1,4,-2,6,0
CCn1cc(C(=O)Nn2cnnc2)c(=O)c2ccc(C)nc21,-1,-4,0,3,7,-5,1,-1,-7,-1
COc1ccc(S(=O)(=O)N2CCCCC2)cc1NC(=O)C1CCCO1 (centres undefined),5,0,-7,-2,-8,8,-5,-4,2,-1
COc1cccc(C(=O)OCC(=O)NCCNC(=O)COC(=O)c2cccc(OC)c2OC)c1OC,-7,2,0,1,2,-4,-7,9,8,-3
CCc1ccc(OCC(=O)Nc2ccncc2)c(Br)c1,-1,1,0,-3,3,-6,-5,0,-5,1
CC(NC(=O)C12CC3CC(CC(C3)C1)C2)c1ccc2c(c1)OCCO2 (centres undefined),7,-5,0,-6,-1,3,-3,-3,4,1
Fc1ccc(CSc2nnc(-c3ccncc3)o2)cc1,0,-5,2,0,5,-1,-3,5,1,-1
# (listing goes on)
SMILES,TCR-CD3 inh,MBD2 inh,SIAE inh,HTRA1 inhibitor,TDP2 absorb,LEDGF integ inh,rCAG binder,ABHD4 inh,GC-B act,PRMT1 inh
Fc1ccc(Nc2nnc(C(F)(F)F)s2)cc1,3,-1,-10,2,-6,-2,-1,-9,-2,1
O=C(CCCN1C(=O)C(=Cc2ccc3c(c2)OCO3)SC1=S)Nc1ccc(C(=O)O)c(O)c1,2,-3,-7,/,2,1,77*,-11,0,2
c1ccc(-c2noc(CN3CCCC(OCc4ccccn4)C3)n2)cc1 (centres undefined),0,1,2,11,-6,3,-9,-7,5,0
CC(C)Cn1cnc2c(c1=N)C(c1ccccc1)C1=C(CC(C)(C)CC1=O)O2 (centres undefined),4,-3,-3,-14,-5,-1,-5,4,-8,-3
Cc1noc(C)c1S(=O)(=O)N(C)C[C@H]1Oc2ccc(NS(=O)(=O)c3ccccc3)cc2C(=O)N([C@H](C)CO)C[C@@H]1C,0,-1,-1,-3,8,0,4,4,-1,-1
O=C(Nc1nnc([C@H]2C[C@H](O)[C@@H](CO)O2)s1)c1cccc(Cl)c1,-2,5,6,/,9,-2,-1,0,3,0
O=[N+]([O-])c1ccc2nc(/C=C/c3ccc(Cl)cc3)[nH]c2c1,-4,0,-19,-54,-1,-1,18,-21,-6,5
Cc1ccc(C(=O)N2CCC3(CC2)Oc2ccc(F)cc2C(=O)C32CC(c3cccnc3)=NO2)s1 (centres undefined),-1,8,-4,-18,-9,1,-1,-1,0,6
O=C(O)CCn1c(=S)n(CCC(=O)O)c2ccccc21,-3,1,-4,6,0,-1,-3,1,1,-3
O=c1c2ccccc2nc(/C=C/c2ccccc2)n1CCCO,-8,-5,1,-6,-14,5,2,-7,8,-1
COC(=O)CN1C(c2ccc(OC)cc2)=Nc2ccc(Cl)cc2C1c1ccccc1 (centres undefined),1,-5,-6,-42,5,0,-5,-15,-17,-3
O=C(Nc1ccc(F)cc1)c1ccc2nc[nH]c2c1,-3,0,-4,-11,-1,1,-3,3,3,5
c1ccc2c(c1)CCCC2C1=NCCN1 (centres undefined),-2,3,8,6,4,2,2,9,3,-3
O=S(=O)(NCCCCCNS(=O)(=O)c1ccccc1)c1ccccc1,2,0,6,5,1,-1,1,1,-1,-1
COc1ccc(NC(=O)Nc2cccc(F)c2)c(OC)c1,2,1,0,0,13,-2,-1,-1,-2,1
CCOc1ccc(N(CC(=O)NCCSCc2ccco2)S(=O)(=O)c2ccc(F)cc2)cc1,1,1,8,0,-15,1,-4,6,6,1
Cc1c(CN2CCCC(C(=O)c3cccc(OC(C)C)c3)C2)c(=O)n(-c2ccccc2)n1C (centres undefined),0,-4,-1,10,3,0,-13,3,3,-6
CCC(C)NC(=O)COC(=O)c1cc([N+](=O)[O-])ccc1Sc1nc(C)cs1 (centres undefined),-1,-2,3,-9,0,-1,1,1,0,-2
Nc1ncc(Br)cc1S(=O)(=O)Nc1cc(C(F)(F)F)cc(C(F)(F)F)c1,-1,-2,0,-56,-7,-2,81*,-56,3,7

# An excerpt (hit frequency here may not be typical).
